Bioassay records as filed in PubChem BioAssay.
Glioma ERSR ind: qHTS for Inducers of the Endoplasmic Reticulum Stress Response (ERSR) in Human Glioma: qHTS. 0.02% of 420,000 active. Potency, µM, for inactives: at the top dose activation, hits mostly activators. U87-MG GRP78 promoter luciferase reporter, 16 h; also: potency is read from the fitted curve at half-maximal effect; series mostly up to about 76 µM; % of control where 0% means no effect; nearly all actives have a fitted effect of over 35% in size
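ERSR induction read as luciferase luminescence (Bright-Glo, 10 min at room temperature) in stably transfected human U87-MG glioma cells exposed to compounds for 16 h, using GRP78 as sensor.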
APE1 inh: qHTS Assay for Inhibitors of the Human Apurinic/apyrimidinic Endonuclease 1 (APE1). DNA repair nuclease/redox regulator APEX1 (Homo sapiens), P27695. recombinant APE1, TAMRA/BHQ-2 abasic DNA cleavage fluorescence. Potency, µM (series often up to 65.8 µM), for inactives: top-dose activity change, negative = inhibition, hits mostly inhibitors. 0.35% of 350,000 active;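 also: potency is read from the fitted curve at half-maximal effect; plate controls were vehicle for no effect and reference inhibitor for full effect; nearly all actives have a fitted effect of over 55% in size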
Target sequence (P27695 whole entry, looked up): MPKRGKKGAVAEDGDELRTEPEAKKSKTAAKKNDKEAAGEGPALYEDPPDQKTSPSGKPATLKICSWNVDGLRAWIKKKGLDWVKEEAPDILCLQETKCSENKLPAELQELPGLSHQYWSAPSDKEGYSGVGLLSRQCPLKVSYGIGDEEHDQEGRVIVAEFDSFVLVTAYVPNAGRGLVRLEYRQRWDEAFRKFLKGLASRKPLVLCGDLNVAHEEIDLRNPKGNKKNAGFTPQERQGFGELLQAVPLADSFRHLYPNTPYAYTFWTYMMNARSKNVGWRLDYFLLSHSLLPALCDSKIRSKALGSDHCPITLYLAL
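Activity was derived from the fluorescence gain between first and third kinetic reads (60 s intervals, ex 525/em 598 nm) after 50 nM THF-abasic TAMRA/BHQ-2 duplex was added to 0.75 nM APE1 preincubated 15 min with compound.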
LDHA block: qHTS assay for inhibitors of human lactate dehydrogenase; 0.15% of 480,000 active; AID 1347041, 2019; purified LDHA, NADH/diaphorase-resazurin fluorescence; hits give low values; activity change, % (values are at about 110 or 230 µM); in the data active = activity change below about -30%; inconclusive = mostly about -25% to -30%;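 also: plate controls were DMSO wells for no effect and wells without enzyme for full effect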
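Human LDH5 (2 nM) was incubated with 0.06 mM NADH and 0.2 mM pyruvate for 5 min at room temperature in Tris pH 7.4. Remaining NADH was coupled through diaphorase/resazurin, and resorufin fluorescence was read at 0 and 20 min.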
Pol iota inh: qHTS for Inhibitors of Polymerase Iota; DNA polymerase iota (Homo sapiens), Q9UNA4; Pol iota fluorescent replication assay, 10 min; Potency, µM (doses to about 115 µM), for inactives: top-dose activity, negative = inhibition, most hits filed as inhibitors; 1% of 390,000 active; AID 588590, 2011; also: potency is read from the fitted curve at half-maximal effect
Target sequence (Q9UNA4 whole entry, looked up): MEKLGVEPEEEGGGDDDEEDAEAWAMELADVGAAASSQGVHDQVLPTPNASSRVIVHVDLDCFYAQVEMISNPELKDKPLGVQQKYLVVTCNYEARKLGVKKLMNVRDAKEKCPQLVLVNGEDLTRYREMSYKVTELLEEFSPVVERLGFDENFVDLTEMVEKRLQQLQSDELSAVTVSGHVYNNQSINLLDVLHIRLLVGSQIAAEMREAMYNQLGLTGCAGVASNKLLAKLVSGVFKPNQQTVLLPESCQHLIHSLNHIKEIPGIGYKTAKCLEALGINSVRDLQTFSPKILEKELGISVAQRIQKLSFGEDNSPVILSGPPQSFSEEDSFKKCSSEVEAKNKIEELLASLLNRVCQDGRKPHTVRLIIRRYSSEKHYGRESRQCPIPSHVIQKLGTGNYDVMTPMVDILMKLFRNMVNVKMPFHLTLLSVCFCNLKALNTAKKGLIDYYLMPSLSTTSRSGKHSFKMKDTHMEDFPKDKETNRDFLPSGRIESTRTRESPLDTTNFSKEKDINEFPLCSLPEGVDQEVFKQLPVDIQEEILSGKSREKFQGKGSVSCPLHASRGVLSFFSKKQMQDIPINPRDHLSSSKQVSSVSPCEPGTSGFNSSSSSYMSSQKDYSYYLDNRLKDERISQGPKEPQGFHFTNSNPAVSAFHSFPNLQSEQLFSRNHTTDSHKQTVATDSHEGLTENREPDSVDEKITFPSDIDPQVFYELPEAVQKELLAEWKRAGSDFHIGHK
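Pol iota at 10 nM preincubated 15 min with compounds at room temperature; reaction started with fluorescent substrate, 50 nM final. Fluorescence read kinetically at 0 and 10 min; buffer-only wells as negative control.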
POLH inh: qHTS for Inhibitors of Polymerase Eta; recombinant Pol eta, fluorescent DNA replication assay; DNA polymerase eta (Homo sapiens), Q9Y253; 1.2% of 390,000 active; Potency, µM (highest dose often 114 µM), for the others: at the highest dose activity change, negative = inhibition, usual class: inhibitors; also: potency is read from the fitted curve at half-maximal effect; % is scaled to controls: 0 for no effect and ±100 for the full control effect
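Pol eta at 10 nM preincubated with compounds 15 min at room temperature; reaction started with fluorescent substrate (50 nM final) and read kinetically at 0 and 10 min.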
Anesthetic bind: qHTS Assay for Identification of Novel General Anesthetics; apoferritin/1-aminoanthracene competitive binding, fluorescence; Potency, µM (titrated, usually from 77.5 µM), for the others: at the top dose activity change, negative = displacement, usual class: inhibitors; 0.074% of 350,000 active; AID 485281, 2010; also: potency is read from the fitted curve at half-maximal effect; % is scaled to controls: 0 for no effect and ±100 for the full control effect; nearly all actives have a fitted effect of over 20% in size
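Concentration-response curves derived by four-parameter Hill fitting of normalized fluorescence, where compounds displaced 1-AMA from 10 uM horse apoferritin following a brief 10 min room-temperature incubation; propofol titration acted as positive control.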
POLB inh: qHTS Assay for Inhibitors of DNA Polymerase Beta. P06746. Pol beta primer extension/strand displacement, fluorescence kinetic. 1.3% of 340,000 active. Potency, µM (doses to about 114 µM), without a hit: top-dose activity change, negative = inhibition, hits mostly inhibitors; also: potency is read from the fitted curve at half-maximal effect; % is scaled to controls: 0 for no effect and ±100 for the full control effect
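Pol beta (10 nM) and compounds were preincubated 15 min at room temperature, then 50 nM substrate (final) started primer extension/strand displacement. Reads were taken at 0 and 10 min; concentration-response data were fitted to a four-parameter Hill equation.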
POLK inh: qHTS for Inhibitors of Polymerase Kappa; DNA polymerase kappa (Homo sapiens), Q9UBT6; purified Pol kappa, fluorescent DNA synthesis assay, 10 min; Potency, µM (series often up to 107 µM), without a hit: at the top dose activity, negative = inhibition, usual class: inhibitors; 0.53% of 400,000 active; also: potency is read from the fitted curve at half-maximal effect; % is scaled to controls: 0 for no effect and ±100 for the full control effect
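Inhibition of 10 nM Pol kappa is measured by a fluorescent read-out at 0 and 10 min following addition of 50 nM substrate (final), with a 15-min room-temperature compound preincubation.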
BLM inh: qHTS Assay for Inhibitors of Bloom's syndrome helicase (BLM) | recombinant BLM DNA unwinding, fluorescence dequenching | RecQ-like DNA helicase BLM (Homo sapiens), P54132 | 0.2% of 350,000 active | Potency, µM (top dose mostly 56.1 µM), inactives show top-dose activity change, negative = inhibition, actives largely listed as inhibitors;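 also: potency is read from the fitted curve at half-maximal effect; plate controls were vehicle for no effect and no enzyme for full effect; nearly all actives have a fitted effect of over 35% in size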
* = called active by the depositor; ? = inconclusive; nt = no result given; & = joins results of further samples; [ ] = another dose, or the depositor's remark. Unless noted, calls follow the shape of the dose curve; as a rule, active = well fitted curve in the direction sought with a large enough effect; inconclusive = small, poorly fitted or top-dose-only effect, or another doubt; inactive = no such curve, though single readings can be large; an effect the other way counts as inactive or inconclusive.

Values run as follows: Glioma ERSR ind, APE1 inh, LDHA block, Pol iota inh, POLH inh, Anesthetic bind, POLB inh, POLK inh, BLM inh
O=C(O)C1CSC2(c3ccc4c(c3)OCCO4)CCC(=O)N12 (configuration not stated)
    -1%, 0%, -17, 3%, 6%, -22%, -1%, -1%, -3%
O=[N+]([O-])c1cc(Cl)ccc1-c1nc(-c2ccncc2)no1
    9%, 4%, -8, 55%[activator], -4%, -4%, 5%, -5%, 1%
Cn1c(=O)c2c([nH]c(OCc3ccc(Cl)cc3Cl)[n+]2Cc2ccc(F)cc2)n(C)c1=O
    -2%, -1%, -4, 7%, 9%, 6%, -3%, -13%, -4%
Cc1cc(-c2cccs2)c(C#N)c(=S)[nH]1
    -5%, -2%, -11, -2%, -17%, -4%, 1%, -21%, -4%
CCN(c1cccc(C)c1)S(=O)(=O)c1nnc(NC(=O)C2CCCCC2)s1
    -2%, nt, -6, 5%, -13%, -3%, -12%, -5%, -7%
CCOC(=S)SCC(=O)N1CCc2cc(OC)c(OC)cc2C1C1C(=O)CC(C)(C)CC1=O (configuration not stated)
    -3%, -1%, -5, 33%[activator], -8%, 11%, -1%, -15%, 0%
CN(CC(=O)NCCc1ccccc1)S(=O)(=O)c1cccs1
    -1%, -3%, 1, -6%, -12%, -10%, 36%, 9%, 4%
CCOc1ccc(C=O)cc1CN1CCCCC1
    -4%, -1%, -8, 0%, 10%, -8%, 29%, -2%, 1%
O=c1c(Br)c(N2CCOCC2)cnn1-c1ccccc1
    -3%, 1%, -9, 39%[activator], -17%, -8%, 0%, -1%, -2%
COc1ccc(-c2cc(C(=O)NCc3cccs3)no2)cc1
    6%, -2%, -3, 16%, -16%, -4%, 0%, -7%, -1%
Cc1c(C(=O)N2CCCCC2)c(S(=O)(=O)Nc2cccc(Br)c2)c(C)n1C
    -1%, 33%[activator], -2, -1%, -9%, -22%, -1%, -8%, -2%
Brc1ccccc1-n1ncc2c1ncn1nc(Cc3ccccc3)nc21
    nt, nt, -7, 9%, nt, -9%, -6%, 12%, -8%
CC(C)CNc1nc2c(c(=O)n(C)c(=O)n2C)n1Cc1cccc(Br)c1
    -6%, 0%, -3&4, 27%, -5%, -13%, -19%, -11%, 0%
C/C(Cl)=C\Cn1c(NCCCn2ccnc2)nc2c1c(=O)n(C)c(=O)n2C
    -3%, -1%, -3, -6%, -8%, -14%, 28%, -2%, 0%
C(=N\n1c2ccccc2c2ccccc21)/c1ccccc1
    -7%, 6%, 0, 14%, -5%, -1%, -14%, -2%, 0%

New compounds follow:
Values run as follows: Glioma ERSR ind, APE1 inh, LDHA block, Pol iota inh, POLH inh, Anesthetic bind, POLB inh, POLK inh, BLM inh
Oc1ccc(-c2cn3c(n2)SCC3)cc1O
    -1%, 1.6µM*, 28, 2.5µM*, 2.8µM*, -20%, 1.3µM*, 7.1µM*, 16µM*
Cc1ccc2nc(-c3cccc(-c4cccc(Cl)c4)c3)c(NCc3ccccc3)n2c1
    -6%, 43%[activator], -6, ?, -8%, nt, nt, -21%, nt
O=C(N/N=C1\NC(=O)C(CO)(CO)S1)c1ccccc1
    -1%, 1%, 5, -15%[58.9 µM], -16%, 1%, -7%, -7%, -6%
COc1ccc(OC)c(NC(=O)CSc2nnc(-c3cccnc3)s2)c1
    -1%, 17%, 1, -12%, -18%, -12%, 16%, 2%, -2%
O=C(CSc1ccccc1C(=O)O)NC12CC3CC(CC(C3)C1)C2
    ?, 0%, 1, 20%, -10%, -9%, 2%, 8%, -3%
Cc1cc(NS(=O)(=O)c2ccc(NC(=O)NC(C)(C(F)(F)F)C(F)(F)F)cc2)no1
    -2%, 6%, -11, 33%[activator], -13%, -15%, 6%, -14%, -1%
O=C(CCN1C(=O)/C(=C/C=C/c2ccccc2)SC1=S)Nc1nc2ccccc2s1
    -6%, -3%, 2, -24%, -2%, -14%, 6%, -1%, 0%
Cc1ccc(S(=O)(=O)N2CC=C(C(=O)NCc3ccc(F)cc3)CC2)cc1
    nt, ?, nt, nt, nt, 1%, 1%, nt, -3%
CCc1nnc(NC(=O)CSc2nnc(Cc3cccn3C)n2CCOC)s1
    3%, 0%, -14, -9%, -15%, 0%, 9%, -18%, 2%
COC(=O)C1=C(Nc2cc(Cl)cc(Cl)c2)CSC1
    -3%, 2%, -4, 42%[activator], -4%, -9%, -3%, -9%, 1%
N/C(=N/OS(=O)(=O)c1ccc([N+](=O)[O-])cc1)c1ccncc1
    -6%, ?, 1, ?, -12%, -2%, 21%, 1%, 1%
COc1cc(C=C2C(=O)c3ccccc3C2=O)ccc1O
    1%, -1%, -1, ?, -4%, -10%, -3%, -19%, -4%
CCOC(=O)c1c(-c2ccccc2)csc1NC(=O)COc1ccc2c(C)cc(=O)oc2c1
    -2%, 0%, -8, -8%, -21%, 1%, -9%, -10%, -1%
CC1CCCCC1NC(=O)C1CCN(S(=O)(=O)N2CCC3(CC2)OCCO3)CC1 (configuration not stated)
    -3%, -2%, -17, -5%, 3%, -6%, 24%, -3%, -2%
CN(C)CCN1C(=O)C(O)=C(C(=O)c2cc3ccccc3o2)C1c1ccc(N(C)C)cc1 (configuration not stated)
    -5%, -5%, 6, 34%[activator], 3%, -9%, 64%, -2%, -12%

Sorted by formula weight (low to high): some entries from above.
Values run as follows: Glioma ERSR ind, APE1 inh, LDHA block, Pol iota inh, POLH inh, Anesthetic bind, POLB inh, POLK inh, BLM inh
COc1ccc(-c2cc(C(=O)NCc3cccs3)no2)cc1
    6%, -2%, -3, 16%, -16%, -4%, 0%, -7%, -1%
C/C(Cl)=C\Cn1c(NCCCn2ccnc2)nc2c1c(=O)n(C)c(=O)n2C
    -3%, -1%, -3, -6%, -8%, -14%, 28%, -2%, 0%
CC1CCCCC1NC(=O)C1CCN(S(=O)(=O)N2CCC3(CC2)OCCO3)CC1 (configuration not stated)
    -3%, -2%, -17, -5%, 3%, -6%, 24%, -3%, -2%

(cont.)
Values run as follows: Glioma ERSR ind, APE1 inh, LDHA block, Pol iota inh, POLH inh, Anesthetic bind, POLB inh, POLK inh, BLM inh
CC(=O)C1=C(O)C(=O)N(C2CCCCC2)C1c1ccccc1 (configuration not stated)
    -3%, 10%, 5, 0%, ?, 2%, 1%, -5%, -5%
O=C1CN(Cc2cc(=O)oc3cc4c(cc23)CCC4)CCN1
    -4%, 2%, -1, 18%, -8%, -4%, -3%, 3%, 0%
Cc1ccccc1NC(=S)N(CCN(C)C)C(C)c1ccco1 (configuration not stated)
    5%, 2%, -6, 19%, ?, -4%, 11%, 1%, 1%
CCN1C=C(C(=O)OC)C(c2cccc(OC)c2OC)C(C(=O)OC)=C1
    -4%, -5%, -2, 138%[activator], -19%, 248%[activator], 9%, 4%, -12%
CCc1ccc(CN2CCc3nc(Nc4ccc5c(c4)OCCO5)ncc3C2)cc1
    0%, nt, 2, 1%, -11%, 40%[activator], -1%, -13%[60.1 µM], -11%
O=C(Cc1ccccc1)Nc1ccc(NC(=O)c2ccccc2)c(Cl)c1
    12%, -5%, -2, ?, 1%, ?, 82%, -18%, -2%
NC(=O)CC[C@H](NC(=O)[C@H](Cc1ccccc1)n1c(=O)[nH]c2ccccc2c1=O)C(=O)N1CCC[C@H]1C(=O)O
    -2%, -9%, -5, 2%, -25%, -4%, -1%, 0%, -2%
Oc1cccc(CCc2ccccn2)c1
    4%, nt, 3, 4%, 0%, nt, nt, -20%, nt
CCOC(=O)N1CCC2(CC1)C(C(=O)C13CC4CC(CC(C4)C1)C3)C2(C#N)C#N (configuration not stated)
    -4%, -1%, 3, 23%, -8%, -1%, 1%, 0%, -2%
CCOC(=O)c1sc(NC(=O)c2ccccc2F)c(C(N)=O)c1C
    -3%, 0%, -5, 22%, 4%, -4%, 29%, -7%, -4%
CC1=C(C(=O)Nc2ccccc2)C(c2ccccc2)N2C(=O)CSC2=N1 (configuration not stated)
    -2%, 11%, -9, 0%, -14%, -17%, 10%, -2%, -3%
Cc1ccc(NS(=O)(=O)c2cccc3cccnc23)cc1Cl
    -3%, 14%, -8, -27%, -24%, -19%, 11%, -11%, -8%
O=C(C=C(C(=O)c1ccccc1)c1ccccc1)c1ccccc1
    -5%, nt, -2, -20%, -6%, nt, nt, -14%, nt
Cc1ccc(C)c(NC(=O)C(=O)NCCCN2CCOCC2)c1
    -4%&-3%, 2%, -5&-2, 78%&0%[activator], -15%&4%, -1%&-3%, 1%&32%, 2%&6%, 3%&-1%
CC(OC(=O)c1cccc(S(=O)(=O)N2CCCCC2)c1)C(=O)NC1CCCCC1C (configuration not stated)
    -3%, -7%, 2, 7%, -24%, -17%, -1%, -6%, -4%
CCN(CC)S(=O)(=O)c1ccc(O)c(C(=O)OCC(=O)N2CCCC2)c1
    -1%, 1%, -1, 30%[activator], -7%, 3%, 27%, -8%, -3%

One compound at a time (already shown). Order of screens: Glioma ERSR ind	APE1 inh	LDHA block	Pol iota inh	POLH inh	Anesthetic bind	POLB inh	POLK inh	BLM inh
`O=C(Cc1ccccc1)Nc1ccc(NC(=O)c2ccccc2)c(Cl)c1` as listed: 12%	-5%	-2	?	1%	?	82%	-18%	-2%
`CCN(CC)S(=O)(=O)c1ccc(O)c(C(=O)OCC(=O)N2CCCC2)c1` as listed: -1%	1%	-1	30%[activator]	-7%	3%	27%	-8%	-3%
`O=C(C=C(C(=O)c1ccccc1)c1ccccc1)c1ccccc1` as listed: -5%	nt	-2	-20%	-6%	nt	nt	-14%	nt
`CCc1ccc(CN2CCc3nc(Nc4ccc5c(c4)OCCO5)ncc3C2)cc1` as listed: 0%	nt	2	1%	-11%	40%[activator]	-1%	-13%[60.1 µM]	-11%
`CCN1C=C(C(=O)OC)C(c2cccc(OC)c2OC)C(C(=O)OC)=C1` as listed: -4%	-5%	-2	138%[activator]	-19%	248%[activator]	9%	4%	-12%

These rows are one share of the data. The share of hits here may be higher or lower than overall.
